# West Nile virus CPE: West Nile virus antiviral activity, cell-based, CPE readout (AID 1621). West Nile virus-infected cells, CPE inhibition; higher % means a stronger effect. CPE inhibition, % at 10 µM; hits with a dose series show IC50 in µM. 290,000 compounds, 0.02% hits; in the data active = a potency from the dose series; also: strong numbers were not always called active
# T cell HTS: modulators of CD8 T cell-vesicle binding, primary screen, mouse 2C CD8+ T cells, flow cytometry; AID 2052, 2009; 2C CD8+ T cell-vesicle binding; active compounds read low; calls only at 7 µM; 330,000 compounds, 0.068% hits;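 active = response, share of CD8 T cells binding vesicles, and their 90th percentile fluorescence all below set limits, cut at about 80% in these data, passing the limit was not always enough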
#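 System: murine 2C transgenic CD8+ T lymphocytes; also added: QL9-loaded Drosophila micro-vesicles; times: binding 1.5 h at 37 °C; measured by: flow cytometry, PE anti-B7-1 (FL2) versus Alexa647 anti-CD8 (FL8), PFA-fixed; control set: Peptide-free naked vesicles (low) and QL9 vesicles with 0.7% DMSO vehicle (high)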
# GPR35 antagonists: GPR35 antagonists blocking zaprinast-driven arrestin recruitment, primary screen, imaging, U2OS, beta-arrestin-GFP, zaprinast agonist (AID 2058); U2OS GPR35 beta-arrestin-GFP translocation imaging, zaprinast antagonism; higher % means a stronger effect; inhibition, % at 10 µM; hits with a dose series show IC50 in µM; 290,000 compounds, 0.052% hits;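 active = inhibition of at least 50% with at least 30 cells and total cytoplasm GFP at most 10,000,000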
# KOR beta-arrestin-1: KOR antagonists, beta-arrestin recruitment, cell-based, luminescence, uHTS (AID 1778). KOR beta-arrestin recruitment, luminescence, antagonist mode; higher % means a stronger effect. inhibition, % at 10 µM, or IC50 in µM where a hit was titrated. 290,000 compounds, 0.091% hits; in the data active = inhibition above about 50%; also: strong numbers were not always called active
# GPR55 beta-arrestin: GPR55 agonists via beta-arrestin recruitment, primary screen, imaging, U2OS cells, beta-arrestin-GFP redistribution (AID 1961); 290,000 compounds, 0.048% hits; one-dose activation, % at 10 µM; EC50 in µM for titrated hits; G-protein coupled receptor 55 (Homo sapiens); U2OS GPR55 beta-arrestin-GFP redistribution imaging; higher % means a stronger effect;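 active = activation above 40% with more than 50 cells counted in the well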;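 also: U2OS osteosarcoma cells stably expressing GPR55 and beta-arrestin-GFP; plate controls were DMSO negative control for no effect and LPI positive control for full effect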
# GPR55 antagonists: GPR55 antagonists blocking LPI-driven arrestin recruitment, primary screen, imaging, U2OS, beta-arrestin-GFP, LPI agonist (AID 2013). G-protein coupled receptor 55 (Homo sapiens). U2OS GPR55 beta-arrestin-GFP translocation imaging, LPI antagonism; higher % means a stronger effect. inhibition, % at 10 µM; hits with a dose series show IC50 in µM. 290,000 compounds, 0.13% hits;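 active = spots per cell inhibited over 60%, with over 100 cells counted and total cytoplasm intensity under 500,000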;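 also: U2OS cells stably carrying GPR55 and arrestin-GFP stimulated by 5 µM LPI near EC80; imaged beta-arrestin-GFP aggregate spots per cell after agonist stimulation; plate controls were LPI-stimulated DMSO wells for no effect and DMSO wells without LPI for full effect; some results filed as inactive read as strong as hits; confirmed hits need IC50 under 10 µM and bright autofluorescent wells are also inconclusive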
# KOR beta-arrestin-2: KOR agonists, beta-arrestin recruitment, primary screen, cell-based, luminescence, uHTS (AID 1777); KOR beta-arrestin recruitment, luminescence; higher % means a stronger effect; activation, % at 10 µM; hits with a dose series show EC50 in µM; Kappa-type opioid receptor (Homo sapiens); 280,000 compounds, 0.02% hits; in the data active = activation above about 50%, passing the limit was not always enough; also: a part of the inactive calls stands beside numbers as strong as those of hits
# NTR1 ag: agonists of NTR1, primary screen, imaging, U2OS cells, beta-arrestin-GFP, high content (AID 493036); 330,000 compounds, 0.17% hits; activation, % at 20 µM; NTR1-U2OS beta-arrestin-GFP spot imaging, agonist mode; Neurotensin receptor type 1 (Homo sapiens), P30989;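 active = activation at or above 40% of the spot to cytoplasm intensity ratio, with at least 20 cells analyzed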;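 also: 0% = DMSO without peptide and 100% = 100 nM NTR1 peptide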
# Target sequence (P30989 whole entry, looked up): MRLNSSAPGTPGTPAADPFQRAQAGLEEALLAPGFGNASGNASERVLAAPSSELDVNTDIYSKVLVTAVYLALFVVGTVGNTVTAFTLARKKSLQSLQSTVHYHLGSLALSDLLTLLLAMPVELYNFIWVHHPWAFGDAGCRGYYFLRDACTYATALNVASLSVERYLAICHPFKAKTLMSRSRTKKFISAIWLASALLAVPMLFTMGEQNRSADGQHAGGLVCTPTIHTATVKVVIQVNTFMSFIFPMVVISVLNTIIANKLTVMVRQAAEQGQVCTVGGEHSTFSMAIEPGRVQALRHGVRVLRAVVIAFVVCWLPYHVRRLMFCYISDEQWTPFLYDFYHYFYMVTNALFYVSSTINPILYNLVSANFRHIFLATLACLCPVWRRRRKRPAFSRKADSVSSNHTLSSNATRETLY
# Salmonella PhoP GFP: inhibitors of PhoP regulon expression, primary screen, Salmonella Typhimurium, GFP reporter (AID 1863); inhibition, % at 50 µM; hits with a dose series show IC50 in µM; S. Typhimurium PhoP-regulated promoter GFP reporter, 4 h; higher % means a stronger effect; 300,000 compounds, 0.16% hits;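 active = inhibition over 29.93%, a cutoff 3 SD above the screen mean, later confirmed by dose response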;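 also: 0% = low Mg2+ inducing control and 100% = high Mg2+ repressing control; strong numbers were not always called active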
# T cell HTS vesicle-bound %: further read-out of T cell HTS, marked with its call; double positive events, %; measured here: CD8+ vesicle-bound cell fraction;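 binding gate set so that unloaded-vesicle control wells show 10% double positive cells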
# NTR1 ag cell count 20 µM: second read-out of NTR1 ag, no call of its own (marks repeat the call); cell count; measured here: cell count, cytotoxicity flag
# Numbers without * were called inactive; i = inactive; nt = no result given; [ ] = remark or other dose.
# The first two compounds as a preview:
canonical_smiles,West Nile virus CPE,T cell HTS,T cell HTS vesicle-bound %,GPR35 antagonists,KOR beta-arrestin-1,GPR55 beta-arrestin,GPR55 antagonists,KOR beta-arrestin-2,NTR1 ag,NTR1 ag cell count 20 µM,Salmonella PhoP GFP
CC(C)(C)C#CC(CCc1ccccc1)OS(N)(=O)=O (centres undefined),0.7%,i,32,-2%,-3%[20 µM],-0.1%,5%,nt,1.4,80,-11%
CN(C)CCC(=O)NCC1OCCc2ccccc21 (centres undefined),0.4%,i,51,0%,-43%,-0.1%,8%,2.2%,1.2,52,-8%

# The whole of this part (from the top)
canonical_smiles,West Nile virus CPE,T cell HTS,T cell HTS vesicle-bound %,GPR35 antagonists,KOR beta-arrestin-1,GPR55 beta-arrestin,GPR55 antagonists,KOR beta-arrestin-2,NTR1 ag,NTR1 ag cell count 20 µM,Salmonella PhoP GFP
CC(C)(C)C#CC(CCc1ccccc1)OS(N)(=O)=O (centres undefined),0.7%,i,32,-2%,-3%[20 µM],-0.1%,5%,nt,1.4,80,-11%
CN(C)CCC(=O)NCC1OCCc2ccccc21 (centres undefined),0.4%,i,51,0%,-43%,-0.1%,8%,2.2%,1.2,52,-8%
CCOC(=O)C1(Cc2ccccc2)CCN(Cc2ccc(C3CCCCO3)s2)CC1 (centres undefined),-0.5%,i,50,-9%,22%,-0.1%,17%,2.0%,6.8,59,-11%
CCO/N=C/c1ccc(OC)c(Oc2nc(OC)cc(OC)n2)c1,-1.1%,i,57,7%,1%,0.4%,-7%,-5.0%,-1.3,95,6%
C/C(=N\NC(=O)c1ccc(N(C)C)cc1)c1cccnc1,0.0%,i,11,-4%,-10%,-0.2%,3%,1.8%,-1.4,46,1%
COC(=O)/C=C1/S/C(=N/N=C/c2ccc(N(C)C)cc2)NC1=O,-0.2%,i,21,15%,-1%,-0.2%,-1%,-2.6%,3.1,77,1%
c1ccc(NC2=Nc3cccc4cccc2c34)cc1,-0.9%,i,1,-8%,-26%,0.0%,-4%,-2.4%,3.6,57,-7%
CC1=CC(C)(C)n2c(O)c(N=N)c3cc(C)cc1c32,-0.6%,i,50,17%,-16%,0.6%,-2%,-2.2%,7.4,65,4%
COc1ccccc1OCCNC(=O)C1CCCCC1,1.9%,i,35,-10%,-53%[20 µM],-0.1%,5%,-0.6%,1.1,52,5%
COC(=O)c1ccc(NC(=S)Nc2cccc(C)n2)cc1,0.5%,i,33,3%,-28%[20 µM],0.2%,5%,-3.7%,4.5,48,4%
CCNC(=O)COC(=O)/C=C/c1cccs1,-0.3%,i,17,1%,-11%,0.1%,8%,-2.9%,-0.1,54,-3%
CCN1C(=O)N(CC)c2cccc3cccc1c23,0.1%,i,56,-2%,-42%,0.3%,-9%,8.7%,2.8,75,4%
Cc1csc(NC(=O)CCc2ccc(S(=O)(=O)N3CCOCC3)cc2)n1,0.0%,i,31,1%,1%,0.0%,-19%,3.4%,-0.5,46,-3%
CC1CC(NC(=O)/C=C/C(=O)O)CC(C)(C)C1 (centres undefined),-0.6%,i,45,0%,2%,-0.2%,1%,nt,0.1,52,-11%
CC(=O)N(C)c1ccc(NC(=O)c2ccccc2C(=O)O)cc1,-0.3%,i,52,16%,-52%,-0.1%,-8%,0.8%,-1.5,82,-1%
Cc1ccccc1NC(=O)c1ccc(S(=O)(=O)N2CCCC2)cc1,0.1%,i,55,-5%,5%,-0.2%,-3%,-3.8%,-0.9,50,4%
CC(C)(C)c1nnc(NC(=O)Cc2ccccc2[N+](=O)[O-])s1,-1.1%,i,37,nt,7%,0.2%,2%,-0.9%,0.8,45,-8%
CCOC(=O)C1CCCN(C(=O)Cn2ncc3c([nH]c4ccc(C)cc43)c2=O)C1 (centres undefined),-0.2%,i,25,11%,13%,0.9%,-5%,-8.4%,1.4,61,10%
COc1ccc2[nH]c(=O)c(CN(CC3CCCO3)S(=O)(=O)c3ccccc3F)cc2c1 (centres undefined),-1.1%,i,27,-11%,-40%,-0.1%,-10%,-3.8%,-0.1,49,3%
Cc1ccc(-c2noc(CCC(=O)NCCc3ccccc3Cl)n2)cc1,0.2%,i,10,1%,19%,-0.1%,-8%,11%,0.7,44,11%
COc1cc(/C=N/NC(=O)c2cccnc2)ccc1OCC(=O)Nc1ccccc1Cl,0.1%,i,32,5%,-24%,-0.3%,-1%,-1.1%,3.1,40,-2%
COC(=O)c1c(C)[nH]c(C(=O)OCC(=O)NC(C)(C)C)c1C,-1.0%,i,26,-9%,-8%,-0.1%,9%,-6.1%,0.6,46,2%
Cc1ccc(C(=O)N/N=C\c2ccc(Br)o2)o1,0.3%,i,47,4%,3%,-0.1%,14%,2.2%,2.2,50,1%
O=C(C1=C(O)C(=O)N(CCCN2CCOCC2)C1c1ccccn1)c1cc2ccccc2o1 (centres undefined),0.5%,i,11,13%,18%,0.3%,9%,-4.2%,-1.3,59,-9%
Cc1ccc(S(=O)(=O)Cn2nnnc2C(c2ccccn2)N2CCN(c3ccccc3)CC2)cc1 (centres undefined),-0.8%,i,36,14%,3%,-0.3%,2%,2.1%,0.8,39,0%
COc1ccc(C(=O)Nc2cccc(C(=O)N3CCN(C)CC3)c2)cc1,-0.3%,i,49,-15%,17%,-0.1%,-7%,0.6%,-0.7,44,10%
Cn1cccc1Cc1nnc(SCC(=O)N2CCN(c3ccccc3)CC2)n1-c1ccc(F)cc1,0.0%,i,16,13%,-7%,-0.1%,11%,1.4%,-0.1,50,9%
c1ccc(-c2cc(-c3ccncc3)nc3ccc4ccccc4c23)cc1,-0.3%,i,52,-6%,9%,0.2%,1%,3.1%,16,54,-15%
O=C(Nc1ccccc1N1CCCC1)c1ccc([N+](=O)[O-])o1,-1.8%,i,10,2%,-8%,0.0%,2%,-1.2%,5.0,96,4%
O=C(CC1C(=O)NCCN1CC1CCCCC1)NCc1ccc(Cl)cc1 (centres undefined),-0.8%,i,60,18%,-8%,0.2%,10%,-3.2%,-0.9,73,-3%

# The listing continues.
canonical_smiles,West Nile virus CPE,T cell HTS,T cell HTS vesicle-bound %,GPR35 antagonists,KOR beta-arrestin-1,GPR55 beta-arrestin,GPR55 antagonists,KOR beta-arrestin-2,NTR1 ag,NTR1 ag cell count 20 µM,Salmonella PhoP GFP
CCc1ccccc1S(=O)(=O)Cc1ccc(C(=O)NCc2ccc3c(c2)OCO3)o1,0.6%,i,62,-4%,-19%,-0.2%,-12%,17%,-1.0,59,0%
CCOC(=O)COc1ccc2cc(C(=O)OCC)c(=O)oc2c1,nt,i,16,-2%,14%,-0.1%,13%,3.2%,1.5,33,5%
COc1ccc(C)cc1NC(=O)N1CCCc2ccccc21,0.0%,i,62,4%,-3%,-0.3%,3%,-2.8%,-0.5,73,-4%
O=C1OCCC1Sc1nnc(-c2ccc(Cl)cc2Cl)o1 (centres undefined),0.0%,i,28,18%,15%,-0.2%,14%,-1.2%,6.8,40,-5%
COC(Cn1c(-c2cccc(S(=O)(=O)N(C)C)c2)n[nH]c1=S)OC,-0.1%,i,46,2%,17%,0.0%,11%,-2.7%,1.3,54,-3%
COc1ccc(NC(=O)Cn2nnc(-c3ccccc3NS(=O)(=O)c3ccccc3)n2)cc1,-2.0%,i,41,9%,-8%,-0.6%,10%,1.5%,4.7,51,1%
Cn1cnnc1SCC(=O)NC1CCCC1,0.0%,i,6,5%,10%,0.0%,1%,-3.5%,0.0,57,-3%
CC(C)Oc1cccc(C(=O)C2CCCN(C(=O)c3cncs3)C2)c1 (centres undefined),0.0%,i,30,-7%,-6%,0.0%,5%,-3.8%,0.2,56,-2%
COc1cccc(OC)c1C(=O)Nc1cccc(-n2cnnn2)c1,0.0%,i,46,-12%,2%,0.3%,-4%,-4.7%,1.1,62,11%
CC1CCCCC1NC(=O)c1nn(C)c2c1CS(=O)(=O)c1ccccc1-2 (centres undefined),0.3%,i,21,-5%,-63%,-0.1%,-4%,-1.7%,2.6,60,6%
O=C(NCC1CCN(S(=O)(=O)c2ccccc2)CC1)Nc1ccc(F)cc1F,-0.8%,i,39,4%,2%,0.8%,6%,-5.5%,-0.7,46,-5%
COc1cccc(C(=O)c2c[nH]c(C(=O)NCc3cccs3)c2)c1,0.5%,i,62,10%,11%,-0.3%,6%,1.2%,-0.8,96,-7%
CCOC(=O)c1ccccc1NS(=O)(=O)c1cnn(CC)c1C,-0.1%,i,10,4%,3%,0.2%,13%,0.0%,-0.1,94,3%
O=[N+]([O-])c1cccnc1N1CCN(c2ccc(F)cc2)CC1,-0.3%,i,27,-11%,12%,-0.3%,6%,-1.1%,1.1,72,-1%
COC(=O)CSc1nc(NC(C)=O)nc(C)c1Br,0.6%,i,49,2%,7%,-0.2%,12%,1.7%,-0.7,52,3%
Cc1ccc(-c2ccc(=O)n(CC(=O)NCc3ccc(F)cc3)n2)cc1,-0.6%,i,38,-1%,4%,0.1%,5%,6.5%,5.1,48,-8%
Cc1[nH][nH]c(=O)c1C(c1ccc(-c2ccc(Cl)c(Cl)c2)o1)c1c(C)[nH][nH]c1=O,-0.3%,i,38,16%,-14%,-0.1%,-10%,-0.4%,2.0,56,4%
Cc1cc(Cn2ccnc2)c(C)c([N+](=O)[O-])c1Cn1ccnc1,0.0%,i,26,25%,nt,0.0%,6%,-2.6%,3.4,59,11%
Cc1c(Cl)cccc1NC(=O)CC(Cc1ccccc1)C(=O)O (centres undefined),0.3%,nt,nt,10%,-13%,0.0%,2%,-3.4%,1.8,97,-8%

# Among those listed so far, these have a tert-butyl group:
canonical_smiles,West Nile virus CPE,T cell HTS,T cell HTS vesicle-bound %,GPR35 antagonists,KOR beta-arrestin-1,GPR55 beta-arrestin,GPR55 antagonists,KOR beta-arrestin-2,NTR1 ag,NTR1 ag cell count 20 µM,Salmonella PhoP GFP
CC(C)(C)C#CC(CCc1ccccc1)OS(N)(=O)=O (centres undefined),0.7%,i,32,-2%,-3%[20 µM],-0.1%,5%,nt,1.4,80,-11%
CC(C)(C)c1nnc(NC(=O)Cc2ccccc2[N+](=O)[O-])s1,-1.1%,i,37,nt,7%,0.2%,2%,-0.9%,0.8,45,-8%
COC(=O)c1c(C)[nH]c(C(=O)OCC(=O)NC(C)(C)C)c1C,-1.0%,i,26,-9%,-8%,-0.1%,9%,-6.1%,0.6,46,2%

# Screening data (PubChem BioAssay)
